# Compound activity from PubChem.
# Pf gamet viab: kills late stage P. falciparum gametocytes; AID 743093; actives 0.065% (n = 150,000); P. falciparum stage V gametocytes, ATP luminescence, 24 h; inhibition, % at 10.9 µM;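 active = inhibition above the mean plus 3 SD of compounds within the control limits, set per campaign, cut at about 38% in these data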;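 also: 0% = DMSO wells and 100% = medium only without gametocytes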
# An asterisk follows results filed as active. Only part of the results is shown (hit frequency here may not be typical).
# Start of the data: the first 5 compounds (preview)
SMILES,Pf gamet viab
O=C(c1ccc(Oc2ccc([N+](=O)[O-])cc2)cc1)N1CCCCCC1,-3
Cc1ccc(CNC(=O)c2cc3c(=O)n4ccccc4nc3n(Cc3ccco3)c2=N)cc1,-18
O=C(NCc1ccc(F)cc1)c1ccncc1,-6
Cc1noc(C)c1NC(=O)N(C)C[C@H]1Oc2ccc(NC(=O)C3CCCCC3)cc2C(=O)N([C@H](C)CO)C[C@@H]1C,2
Cc1csc(CNc2ncnc3ccc(-c4ccccc4Cl)cc23)c1,-19

# The listing, from the start:
SMILES,Pf gamet viab
O=C(c1ccc(Oc2ccc([N+](=O)[O-])cc2)cc1)N1CCCCCC1,-3
Cc1ccc(CNC(=O)c2cc3c(=O)n4ccccc4nc3n(Cc3ccco3)c2=N)cc1,-18
O=C(NCc1ccc(F)cc1)c1ccncc1,-6
Cc1noc(C)c1NC(=O)N(C)C[C@H]1Oc2ccc(NC(=O)C3CCCCC3)cc2C(=O)N([C@H](C)CO)C[C@@H]1C,2
Cc1csc(CNc2ncnc3ccc(-c4ccccc4Cl)cc23)c1,-19
COCCN1CCN(C(=O)c2ccc3c(c2)S(=O)(=O)c2ccccc2C3=O)CC1,-3
O=C1C[C@@H]2c3c(cccc3CN1Cc1ccccc1F)C[C@@H](O)[C@H]2O,-19
Cc1cccc(OCC2Cn3c(nc4c3c(=O)[nH]c(=O)n4C)O2)c1 (stereo not drawn),15
CC(C)C(C)N(Cc1cccc(C(=O)O)c1)C(=O)c1ccc2ccccc2n1 (stereo not drawn),-18
O=C(CNC1CCCCC1)Nc1cccc([N+](=O)[O-])c1,4
CCn1c(=O)c2ccccc2n(Cc2cccc(C)c2)c1=O,9
CC1CCc2cccc3c(O)cc(=O)n1c23 (stereo not drawn),-12
CCC(=O)N1CCN(c2cc(N3CCCC3)c(F)cc2[N+](=O)[O-])CC1,-22
CC(C)N(C(=O)CSc1nc(Cc2ccccc2)nc2ccccc12)C(C)C,7
CC1(C)c2[nH]c3ccccc3c2C[C@@H]2C(=O)N(Cc3ccccc3)C(=O)N21,1
O=C(NCCC1CCCC1)c1cccs1,-11
CN(Cc1ccccc1)C(=O)c1cccc(NC(=O)Cc2ccc([N+](=O)[O-])cc2)c1,5
CC(=O)C[C@H](O)CC(=O)[C@H]1OC(=O)CC/C=C\Cc2ccccc21,-40
CCCCC[C@H]1CN(CCc2ccccc2)C(=O)[C@@H]1CC(=O)NCc1ccc(OC)cc1,4
COc1cccc(C(=O)NC2CC(C)(C)NC(C)(C)C2)c1OC,8
O=C(OCCOCn1cc(Br)c(=O)[nH]c1=O)c1ccccc1,9
COC(=O)c1ccc(NC(=O)c2ccccc2C(=O)Nc2ccc(C(=O)OC)cc2)cc1,7
O=[N+]([O-])c1ccccc1/C=N/NC1=NCCN1,0
CC1(C)CC2C1CCC1(O)CC2(C)CCC1N(O)c1ccc(C(=O)NCCO)cn1 (stereo not drawn),-9
COC(=O)[C@]1(Cc2ccccc2)N[C@H](c2ccc(-c3cccc(Cl)c3)c(OC)c2)[C@@H]2C(=O)N(C)C(=O)[C@@H]21,-13
COc1ccc(NC(=O)N(C)C[C@H]2Oc3c(NC(=O)Nc4ccccc4)cccc3C(=O)N([C@H](C)CO)C[C@@H]2C)cc1,-4
COc1ccc(S(=O)(=O)N2CCN(Cc3ccc(OC)c(OC)c3)CC2)cc1,2
CCOC(=O)N1CCN(C(=O)/C=C/c2ccc(OC)c(OC)c2)CC1,-11
Cc1cccc(NC(=O)c2cccnc2)c1C,-22
CCOc1ccc(NC(=O)c2ccc3c(c2)CCN3S(C)(=O)=O)cc1,12
COc1ccccc1C1=NOC(C)(c2sc(-c3ccccc3)nc2C)C1 (stereo not drawn),4
COc1cc2sc3ccc(C#CC4(O)CCCCC4)cc3c(=O)c2cc1OC,-6
O=c1oc2cc(Br)ccc2n1Cc1ccccc1,13
O=C(Cc1ccc([N+](=O)[O-])cc1)NCc1cccnc1,19
CC(C)NC(=O)CSc1ncccc1-c1nc2ccccc2[nH]1,-3
O=[N+]([O-])c1ccc(CN2CCN(c3ncccn3)CC2)cc1,3
Cc1ccc(NC(=O)CN2CCCC2)cc1,-5
COc1ccc(C(=O)NCCNC(=O)c2ccc(OC)cc2)cc1,-7
Cc1cc(C)cc(N(CC(=O)NC(C)C)C(=O)CCC(=O)Nc2ccccn2)c1,-14
O=C(Oc1ccc(C(=S)N2CCOCC2)cc1)c1cccc([N+](=O)[O-])c1,-2
CCC(C)c1nc2c(c(N3CCC3=O)c1-c1ccccc1)CCCC2 (stereo not drawn),21
O=C1CC(=C2c3ccccc3-c3ccccc32)C(=O)N1CCN1CCN(c2cccc(Cl)c2)CC1,17
CS(=O)(=O)N1c2ccccc2[C@]2(Br)C[C@H]3C(=O)N[C@@H](Cc4ccccc4)C(=O)N3[C@H]12,14
CC(=O)Nc1ccc(NC(=O)C(c2ccccc2)c2ccccc2)cc1,2
CSc1nc(C)cc(OCCNS(=O)(=O)c2ccc(C)cc2)n1,-2

# Individual results from the entries so far.
# CC(=O)Nc1ccc(NC(=O)C(c2ccccc2)c2ccccc2)cc1 – Pf gamet viab = 2
# Cc1cc(C)cc(N(CC(=O)NC(C)C)C(=O)CCC(=O)Nc2ccccn2)c1 – Pf gamet viab = -14
# O=C1CC(=C2c3ccccc3-c3ccccc32)C(=O)N1CCN1CCN(c2cccc(Cl)c2)CC1 – Pf gamet viab = 17
# CCC(C)c1nc2c(c(N3CCC3=O)c1-c1ccccc1)CCCC2 (stereo not drawn) – Pf gamet viab = 21
# COc1ccc(C(=O)NCCNC(=O)c2ccc(OC)cc2)cc1 – Pf gamet viab = -7

# New compounds follow
SMILES,Pf gamet viab
Cc1cccc(Cl)c1OCCN1CCCC1,-27
COc1cccc(-c2noc(C3CCCN(C(=O)c4ccccc4OC)C3)n2)c1 (stereo not drawn),0
Fc1cccc(Cl)c1C1Nc2cccc3cccc(c23)N1,-17
CC1CCN(C(=O)c2[nH]cnc2C(=O)Nc2ccccc2)CC1,-6
CC1=NN(C(N)=S)C(=O)C1N=Nc1ccc(S(N)(=O)=O)cc1 (stereo not drawn),20
Cc1ccc(N2CCN(C(=S)Nc3ccc(Cl)cc3)CC2)cc1,13
O=C(NC1CCN(S(=O)(=O)c2ccc(F)cc2)CC1)c1ccccc1,20
COc1cc(CN2CCN(C(c3ccccc3)c3ccccc3)CC2)cc(OC)c1OC,8
CCC(C)[C@@H](CN)NCC1(c2ccccc2)CC1 (stereo partly drawn),-10
COC(=O)C1N[C@@H]([C@@H](NC(=O)COc2ccccc2)C(=O)NCc2ccc(OC)cc2)SC1(C)C (stereo partly drawn),11
O=C(CN1CCCCC1)NC1CCc2cc3c(cc21)CCC3 (stereo not drawn),9
OCc1nc2ccccc2n1CCCCOc1ccccc1,-23
O=C(Nc1ccc2ncccc2c1)c1cccc(Br)c1,-5
CNc1nc(OCC(F)(F)F)nc(OCC(F)(F)F)n1,16
CCC1(CC)C(=O)C2=C3C1[C@H](C(=O)OC)C=C(C(=O)OC)C[C@H]3[C@H]1C(=O)NC(=O)[C@H]1[C@H]2C (stereo partly drawn),2
O=C(Nc1cccc(Cl)c1)c1nc[nH]c1C(=O)N1CCN(c2ccccc2)CC1,8
C[C@H]1CN([C@@H](C)CO)C(=O)Cc2cc(NS(=O)(=O)c3cccs3)ccc2O[C@H]1CN(C)S(=O)(=O)c1cn(C)cn1,14
NCCCCC(N)c1cn([C@@H](CCC(=O)O)C(=O)N2CCNCC2)nn1 (stereo partly drawn),4
CN(CCCOc1ccccc1F)Cc1ccccc1,-15
CCN(CC)CCN(Cc1cc2cc3c(cc2[nH]c1=O)OCO3)C(=S)NCC(C)C,1
Cn1c(/C(C#N)=C(\O)c2ccccc2Cl)nc2ccccc21,0
O=C1CC[C@H](O)CCN1[C@H](CSc1ccccc1)Cc1ccccc1,18
Cc1cc(C)c(N2C(=O)CCCC2=O)c(Cl)c1,7
COc1ccccc1NC(=O)c1ccc2nc(C)sc2c1,-1
CC(C)[C@H](NC(=O)c1cccc(CN(Cc2ccccc2)C(=O)/C=C/c2ccccc2)c1)C(=O)O,-16
Cc1nn2c3c(cnc2c1-c1ccc(Cl)cc1)C(=O)CC(c1ccco1)C3 (stereo not drawn),-3
CC(C)(C)OC(=O)NCCCCC1=CC2=CC(=O)C(C)(O)C(=O)C2=CO1 (stereo not drawn),1
CCOC(=O)Nc1ccc(S(=O)(=O)Nc2onc(C)c2C)cc1,-15
COc1cc(S(=O)(=O)N2CCN(C(=O)c3ccco3)CC2)c(OC)cc1C,-8
COC(=O)[C@]1(CC(C)C)N[C@H](c2ccc(-c3ccccc3)cc2)[C@@H]2C(=O)N(C)C(=O)[C@@H]21,20

# Compounds from the list above that have a COOH group (3):
SMILES,Pf gamet viab
CC(C)C(C)N(Cc1cccc(C(=O)O)c1)C(=O)c1ccc2ccccc2n1 (stereo not drawn),-18
NCCCCC(N)c1cn([C@@H](CCC(=O)O)C(=O)N2CCNCC2)nn1 (stereo partly drawn),4
CC(C)[C@H](NC(=O)c1cccc(CN(Cc2ccccc2)C(=O)/C=C/c2ccccc2)c1)C(=O)O,-16

# Following part.
SMILES,Pf gamet viab
COC(=O)c1ccc2[nH]c3c(c2c1)CC(C)CC3 (stereo not drawn),0
COc1ccccc1NC(=O)c1cc[n+]([O-])cc1,11
O=C1C=C(c2cccc(Cl)c2O)C[C@@H](c2ccc3c(c2)OCO3)C1,18
COC(=O)CN1C(=O)[C@H]2[C@@H](C3CC3)N3C(=O)CN(Cc4ccc(-c5ccccc5)cc4)C(=O)[C@@]3(Cc3ccccc3)[C@H]2C1=O,-20
COC(=O)C1(Cc2cc(-c3ccc([N+](=O)[O-])cc3)no2)CCN(C(=O)OC(C)(C)C)CC1,8
COc1ccc(NC(=O)O/N=C/c2ccccc2)cc1,12
Cc1ccc(S(=O)(=O)N2[C@@H](c3ccccc3F)C(C(=O)O)=CC[C@H]2c2cccs2)cc1,-6
Cc1ccc(S(=O)(=O)N2CC(O)C2)cc1,-5
O=C1CCN(Cc2cccnc2)CCN1[C@H](CO)Cc1ccccc1,18
Cc1ccc(C)c(S(=O)(=O)Nc2ccc(O)c3ccccc23)c1,1
Cc1cc(N2CCN(c3ccccn3)CC2)n2nc(C)nc2n1,2
CC1=C([N+](=O)[O-])C(c2ccc(Cl)cc2)NC(=O)N1C (stereo not drawn),-1
Cc1cc(C)n(S(=O)(=O)c2ccccc2[N+](=O)[O-])n1,-5
COc1cccc(OCCOc2ccccc2[N+](=O)[O-])c1,-12
Cc1cccc(C)c1NC(=O)C1CC2CCC1C2 (stereo not drawn),0
COc1ccc(C(=O)NC2CCCN(Cc3ccccc3F)C2)c(OC)c1OC (stereo not drawn),28
Cc1oc2ccc(O)cc2c1C(=O)c1ccc(Br)cc1,-1
Cn1c(=O)c2ccccc2n(Cc2ccccc2Cl)c1=O,3
O=C(OCc1cccc([N+](=O)[O-])c1)c1cc2ccccc2oc1=O,-2
CCOC(=O)Cc1csc(NS(=O)(=O)c2ccc(NC(C)=O)cc2)n1,12
Cc1nc2cc(C(=O)N3CCN(C)CC3)ccc2n1C,-13
COc1cc(-c2noc(C)c2C#Cc2ccsc2)cc(OC)c1OC,-2
N#CCNC1CC(=O)N(c2ccc(F)cc2)C1=O (stereo not drawn),-12
Cc1ccc(SC[C@H](Cc2ccccc2)N2CC[C@@H](C)CCC2=O)cc1,-5
Cc1noc(C)c1NC(=O)Nc1cccc2c1O[C@H](CN(C)C(=O)Nc1ccccc1)[C@@H](C)CN([C@H](C)CO)C2=O,-7
COc1cc(OC)c(-c2nc(-c3ccncc3)no2)cc1OC,1
COc1cccc(N2CCN(C(=S)Nc3ccc(C)cc3C)CC2)c1,-2
O=C(/C=C/c1ccco1)NC(=S)Nc1ccccc1Br,8
CCCn1nnnc1NCc1ccc(SC)cc1,11
c1ccc(CSc2nccc(-c3ccco3)n2)cc1,8
Cc1cccc(N(O)C(=O)Nc2cccc(Cl)c2)c1,7
COc1ccc(OC)c(CN2CCN(CCCc3ccccc3)C(CCO)C2)c1 (stereo not drawn),11
Cc1cccc(OCc2nnc(SC(C)C(=O)O)n2-c2ccccc2)c1 (stereo not drawn),5
COc1ccc2nc(-c3ccccc3)nc(C3CCCCC3)c2c1,-1
OCCC1CN(CC#Cc2ccccc2)CCN1Cc1ccccc1F (stereo not drawn),-19
COC(=O)c1ccc(Cn2cnc3cnccc32)cc1,4
COc1cc(/C=C2\C(=N)N3N=C(C)SC3=NC2=O)cc(OC)c1OCCOc1ccccc1C,12
COc1cccc(C(NC(C)=O)c2ccc3cccnc3c2O)c1 (stereo not drawn),-37
O=C(NCc1cc(C(F)(F)F)ccc1Cl)c1cccc2c1C(=O)c1ccc(N3CCCCC3)cc1S2(=O)=O,3
COc1ccc(OC)c(C(=O)NC(CC(N)=O)c2ccc(NCC3CC3)c([N+](=O)[O-])c2)c1 (stereo not drawn),2
CC(C)C(NS(=O)(=O)c1ccccc1)C(=O)N1CCCC1 (stereo not drawn),8
COc1ccc(NC(=O)CCOc2ccc(C)cc2)c(OC)c1,-2
Cc1cc2nnc(SCC(=O)NCc3ccco3)n2c2ccccc12,11
COc1ccccc1N=C1NC(=O)/C(=C/c2ccc(N(C)C)cc2)S1,4
COc1ccc(-c2ccc3c(c2)O/C(=C\c2ccsc2)C3=O)cn1,-15

# Given bar-delimited: part of the list above
structure | Pf gamet viab
O=C(Oc1ccc(C(=S)N2CCOCC2)cc1)c1cccc([N+](=O)[O-])c1 | -2
CCC(C)c1nc2c(c(N3CCC3=O)c1-c1ccccc1)CCCC2 (stereo not drawn) | 21
O=C1CC(=C2c3ccccc3-c3ccccc32)C(=O)N1CCN1CCN(c2cccc(Cl)c2)CC1 | 17

# Further results
SMILES,Pf gamet viab
COc1ccc(NC(=O)CN(c2ccc(OC)c(Cl)c2)S(=O)(=O)c2ccccc2)c(OC)c1,-21
Cc1csc(CNc2ncnc3ccc(-c4cccnc4)cc23)c1,-25
COc1cccc(C(=O)NNS(=O)(=O)c2ccc(F)cc2)c1,14
O=C(NCc1nc2ccccc2[nH]1)C1=C[C@@H](c2ccc(C(F)(F)F)cc2)C[C@@H](OCCCCO)O1,-14
CCOc1ccc(N2Cc3ccccc3C2)cc1,-1
Cc1ccccc1NC(=O)CCC(=O)N/N=C/c1ccncc1,8
CC(C)(C)OC(=O)C[C@H]1C/C=C\C[C@@H](CC(=O)N[C@H](CO)Cc2ccccc2)C(=O)N2CCC[C@H]2COC1=O,23
